Source: PubChem BioAssay (several laboratories)
MEKK2wt PB1 HTS: modulators of MEK5 binding to wildtype MEKK2, primary screen, biochemical, multiplex bead flow cytometry, Alexa488-MEK5 | Mitogen-activated protein kinase kinase kinase 2 (Homo sapiens), Q9Y2U5 | binding response (% of control), % at 10 µM | 290,000 tested, 1.1% active | Alexa488-MEK5 binding to MEKK2 WT; actives lie on both sides; in the data active = binding response below about 67% or above about 130%
GPR7 antag: GPR7 receptor antagonists, primary screen, cell-based, fluorescence, single concentration; Neuropeptides B/W receptor type 1 (Homo sapiens), P48145; GPR7-expressing cells, fluorescence antagonist assay; inhibition, % at 4.4 µM; 290,000 tested, 1.1% active; AID 1861, 2009; in the data active = inhibition above about 16%, passing the limit was not always enough;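 note: cells stimulated with the agonist NPW; 0% = agonist with vehicle and 100% = vehicle without agonist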
OXTR ag: human OXTR agonists, primary screen, fluorescence, CHO-OTR cells, Fluo-8 calcium; Oxytocin receptor (Homo sapiens), P30559; Fluo-8 calcium fluorescence; normalized: DMSO 0%, oxytocin 100%; activation, % at 3 µM; 320,000 tested, 0.32% active; AID 2435, 2010;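 active = activation above the mean of all tested compounds plus 3 SD, cutoff set per screening run, cut at about 20% in these data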;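 note: peak over basal fluorescence ratio from a 100 s FLIPR kinetic read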
MEKK3 PB1 HTS: modulators of MEKK3-MEK5 PB1 binding, primary screen, biochemical, wildtype MEKK3, multiplex bead flow cytometry, Alexa488-MEK5. Mitogen-activated protein kinase kinase kinase 3 (Homo sapiens), Q99759. bead-based flow cytometry, Alexa488-MEK5 binding to MEKK3; actives lie on both sides; 0 = blocked by unlabeled MEK5, 100 = vehicle. binding response (% of control), % at 10 µM. 290,000 tested, 1.4% active. AID 1529, 2009;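 active = binding response more than 3 SD above or below the average of its plate-row segment, actives on both sides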;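 note: Alexa488 bead fluorescence after subtracting the streptavidin-only scavenger bead signal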
MEKK2mut PB1 HTS: MEK5 binding signal on mutant MEKK2 PB1, primary screen, biochemical, multiplex bead flow cytometry, Alexa488-MEK5; Alexa488-MEK5 binding to MEKK2 mutant; percent response, % at 10 µM; 290,000 tested, 0.35% active; AID 1530, 2009; in the data active = percent response above about 24%, passing the limit was not always enough; note: inactives centre near 1; some results filed as inactive read as strong as hits; reference of the scale not given here
V1aR counter: agonists of human V1a receptor, primary screen, counter-screen for OXTR agonist project, fluorescence, CHO-V1R cells; Vasopressin V1a receptor (Homo sapiens), P37288; Fluo-8 calcium fluorescence, agonist mode; 0% DMSO, 100% 3 nM vasopressin; activation, % at 3 µM; 320,000 tested, 0.25% active;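 active = activation above the mean activation of all tested compounds plus 3 SD, per screening run, cut at about 20% in these data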;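 note: signal is peak over basal fluorescence ratio across a 100 second FLIPR read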
GalR3 antag: GalR3 antagonists in HEK293 cells, primary screen, cell-based, fluorescence readout | AID 651719, 2012 | HEK293 GalR3-CNG cAMP membrane potential fluorescence; galR3 body fused to GalR1 C-terminus | Galanin receptor type 3 (Homo sapiens), O60755 | inhibition, % at 3 µM | 360,000 tested, 0.44% active;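 active = inhibition above the screen-wide average plus 3 SD, cut at about 13% in these data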;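 note: forskolin and galanin both at EC90 stimulate the cells; cAMP rise reported by CNG channel membrane potential dye signal; 0% = forskolin plus galanin with DMSO and 100% = forskolin alone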
Target sequence (O60755 1-299 limits assumed): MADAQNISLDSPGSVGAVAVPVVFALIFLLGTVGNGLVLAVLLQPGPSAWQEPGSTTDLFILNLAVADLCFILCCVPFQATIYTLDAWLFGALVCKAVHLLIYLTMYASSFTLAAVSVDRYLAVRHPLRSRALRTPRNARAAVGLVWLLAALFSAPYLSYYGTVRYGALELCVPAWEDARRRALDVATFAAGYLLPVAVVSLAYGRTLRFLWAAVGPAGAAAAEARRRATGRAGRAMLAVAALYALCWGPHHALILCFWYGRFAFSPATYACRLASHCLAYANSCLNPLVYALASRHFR
NALP1 yeast inh: NALP1 inflammasome inhibitors in reconstituted yeast, colorimetric, S. cerevisiae, triplicate retest; 280,000 tested, 0.61% active; inhibition, % at 10 µM; S. cerevisiae NALP1/ASC/caspase-1 growth, X-gal OD620, 72 h; in the data active = inhibition mostly above about 24%, no sharp cut-off; inactive = mostly below about 32%; note: some compounds called inactive have numbers as strong as hits
PHOSPHO1 block: PubChem AID 1565; Phosphoethanolamine/phosphocholine phosphatase (Homo sapiens), Q8TCT1; inhibition, % at 13.3 µM; 290,000 tested, 1.1% active; recombinant PHOSPHO1, absorbance phosphatase assay; in the data active = inhibition above about 60%
Target sequence (Q8TCT1 whole entry, looked up): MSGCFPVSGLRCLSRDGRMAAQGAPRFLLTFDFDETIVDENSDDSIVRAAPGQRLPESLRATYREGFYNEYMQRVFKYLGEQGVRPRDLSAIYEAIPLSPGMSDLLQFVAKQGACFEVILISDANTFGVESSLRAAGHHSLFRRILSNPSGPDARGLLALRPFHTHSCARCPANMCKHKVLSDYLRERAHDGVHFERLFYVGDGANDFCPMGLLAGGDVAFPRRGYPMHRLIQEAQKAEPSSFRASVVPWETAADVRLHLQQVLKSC
Numbers without * were called inactive; . = no result given.

1	CCc1ccc(OCCNC(=O)c2ccco2)cc1
2	COc1ccccc1-c1nnc(SCC(=O)O)n1-c1ccccc1
3	O=[N+]([O-])c1cc(-c2n(-c3ccccn3)c3ccccc3[n+]2-c2ccccn2)ccc1Cl
4	NC(=O)NC1CCCc2c1[nH]c1ccc(Cl)cc21 (configuration not stated)
5	Cc1ccc(NC(=O)CSc2nnc(C)c(=O)n2N)c(C)c1
6	CCCCCCN1C2=NCCN2c2ccccc21
7	Cn1c(=O)c2c(ncn2CC(=O)Nc2ccccc2N2CCOCC2)n(C)c1=O
8	O=C(COC(=O)c1cccs1)NC1CCCCC1

Compound | 1 | 2 | 3 | 4 | 5 | 6 | 7 | 8
MEKK2wt PB1 HTS | 103 | 116 | 103 | 110 | 99 | 105 | 102 | 96
GPR7 antag | -6 | -7 | -4 | -2 | -2 | 4 | -7 | 1
OXTR ag | -0.4 | 1.4 | -2.2 | 2.4 | -0.7 | 0.2 | 0.8 | -1.3
MEKK3 PB1 HTS | 104 | 135* | 100 | 110 | 106 | 108 | 99 | 101
MEKK2mut PB1 HTS | 4 | 1 | -1 | 7 | -1 | 11 | 2 | 4
V1aR counter | 0.5 | 1.5 | -1.2 | 2.1 | 2.2 | 1.4 | 0.2 | 0.9
GalR3 antag | -4 | -1 | -3 | -1 | -4 | -7 | . | -8
NALP1 yeast inh | 20 | 4 | 2 | 35 | 13 | 17 | . | 6
PHOSPHO1 block | 41 | 1 | -2 | -14 | -19 | -4 | 40 | 15

Laid out differently: results already given
Sequence of screens – MEKK2wt PB1 HTS	GPR7 antag	OXTR ag	MEKK3 PB1 HTS	MEKK2mut PB1 HTS	V1aR counter	GalR3 antag	NALP1 yeast inh	PHOSPHO1 block
[7] Cn1c(=O)c2c(ncn2CC(=O)Nc2ccccc2N2CCOCC2)n(C)c1=O
    102	-7	0.8	99	2	0.2	.	.	40
[8] O=C(COC(=O)c1cccs1)NC1CCCCC1
    96	1	-1.3	101	4	0.9	-8	6	15

Next section:
9	COc1ccc(-n2nnc3c(=O)n(Cc4ccccc4C)cnc32)cc1
10	Cc1ccccc1NC(=O)CC1C(=O)NCCN1C(=O)c1cccc(Cl)c1 (configuration not stated)
11	O=C(CSc1nnc(CN2CCOCC2)n1-c1ccc(Cl)cc1)N1CCc2ccccc21
12	Cc1cccc(Cn2cc3c(=O)n(Cc4cccc(F)c4)nc-3c3ccccc32)c1
13	COc1ccc(N2CCN(C(=O)CSc3nc4ccccc4c(=O)[nH]3)CC2)cc1
14	Cc1c(C(=O)N2CCCC2)sc(NC(=O)c2cccs2)c1C#N
15	COCCN1Cc2cccc(C(=O)Nc3ccccc3OC)c2C1=O
16	Cc1ccc2c(C(=O)CN3CCC4(CC3)OCCO4)c(C)[nH]c2c1

Compound | 9 | 10 | 11 | 12 | 13 | 14 | 15 | 16
MEKK2wt PB1 HTS | 104 | 103 | 107 | 101 | 104 | 100 | 101 | 107
GPR7 antag | -3 | 6 | -12 | -7 | -8 | 4 | -2 | 11
OXTR ag | -0.4 | 1.1 | -0.8 | -1.7 | 0.6 | -0.8 | -1.2 | 1.3
MEKK3 PB1 HTS | 108 | 101 | 106 | 102 | 102 | 100 | 98 | 101
MEKK2mut PB1 HTS | 4 | 1 | 10 | 2 | 3 | 1 | 1 | 4
V1aR counter | 0.4 | 0.3 | -0.3 | -0.7 | 0.6 | -0.2 | -1.2 | 1.1
GalR3 antag | . | 0 | 0 | -11 | 1 | -10 | 42* | -2
NALP1 yeast inh | -7 | 5 | . | 36 | 8 | -6 | 9 | -4
PHOSPHO1 block | 14 | 34 | . | 46 | 24 | 10 | -8 | 9

Single records, from the list above. Order of values: MEKK2wt PB1 HTS | GPR7 antag | OXTR ag | MEKK3 PB1 HTS | MEKK2mut PB1 HTS | V1aR counter | GalR3 antag | NALP1 yeast inh | PHOSPHO1 block
`Cc1cccc(Cn2cc3c(=O)n(Cc4cccc(F)c4)nc-3c3ccccc32)c1` reads 101 | -7 | -1.7 | 102 | 2 | -0.7 | -11 | 36 | 46
`Cc1ccccc1NC(=O)CC1C(=O)NCCN1C(=O)c1cccc(Cl)c1` (configuration not stated) reads 103 | 6 | 1.1 | 101 | 1 | 0.3 | 0 | 5 | 34

Additional compounds follow:
17	CCOc1ccc(NC(=O)c2ccccn2)cc1
18	CSCCC(C(=O)NCc1cccs1)N1C(=O)c2ccccc2C1=O (configuration not stated)
19	COc1ccc(CNC(=O)CN(C(=O)c2csnn2)c2cccc(F)c2)cc1
20	Cc1nn(-c2ccccc2)c(C)c1NC(=O)COC(=O)c1ccc(O)cc1O
21	Cc1nccn1CCCNC(=O)c1nc(Cn2cc([N+](=O)[O-])cn2)no1
22	CN(C)N1C(N)=C(C#N)C(c2ccc(Br)cc2)C2=C1CCCC2=O (configuration not stated)
23	O=S(=O)(Cc1ccccc1)Nc1ccc(F)cc1
24	COc1ccc(C(CNC(=O)c2ccc(NS(=O)(=O)c3ccc(F)cc3)cc2)N2CCOCC2)cc1 (configuration not stated)
25	Cc1nc(CCN2C(=O)c3ccccc3C2=O)n[nH]1
26	O=C(N/N=C/c1ccco1)c1ccc(NC(=O)C2CCCCC2)cc1

Compound | 17 | 18 | 19 | 20 | 21 | 22 | 23 | 24 | 25 | 26
MEKK2wt PB1 HTS | 94 | 111 | 100 | 102 | 99 | 110 | 105 | 110 | 100 | 103
GPR7 antag | 3 | -6 | -14 | 1 | -3 | -4 | -8 | 0 | -9 | -8
OXTR ag | -1.6 | -1.3 | -0.5 | . | 0.2 | -0.5 | . | -1.4 | 0.0 | .
MEKK3 PB1 HTS | 98 | 106 | 100 | 99 | 98 | 109 | 107 | 105 | 98 | 102
MEKK2mut PB1 HTS | -3 | 6 | -2 | -2 | -2 | 10 | 3 | 6 | 1 | 2
V1aR counter | 0.6 | -0.3 | -0.9 | . | -0.1 | 0.2 | . | 0.7 | 0.2 | .
GalR3 antag | 2 | -4 | -1 | 4 | 13* | -11 | -3 | -2 | 1 | -4
NALP1 yeast inh | 34 | -4 | 10 | 5 | 14 | 31 | 13 | 14 | 8 | 2
PHOSPHO1 block | 14 | 10 | 31 | 22 | 39 | 29 | 42 | 38 | 16 | 17

3 entries out of the list, ordered by formula weight, descending.
24	COc1ccc(C(CNC(=O)c2ccc(NS(=O)(=O)c3ccc(F)cc3)cc2)N2CCOCC2)cc1 (configuration not stated)
22	CN(C)N1C(N)=C(C#N)C(c2ccc(Br)cc2)C2=C1CCCC2=O (configuration not stated)
18	CSCCC(C(=O)NCc1cccs1)N1C(=O)c2ccccc2C1=O (configuration not stated)

Compound | 24 | 22 | 18
MEKK2wt PB1 HTS | 110 | 110 | 111
GPR7 antag | 0 | -4 | -6
OXTR ag | -1.4 | -0.5 | -1.3
MEKK3 PB1 HTS | 105 | 109 | 106
MEKK2mut PB1 HTS | 6 | 10 | 6
V1aR counter | 0.7 | 0.2 | -0.3
GalR3 antag | -2 | -11 | -4
NALP1 yeast inh | 14 | 31 | -4
PHOSPHO1 block | 38 | 29 | 10
